# From PubChem
# ERp5 block = ERp5 (human) disulfide isomerase inhibition. Q15084. ERp5 insulin aggregation, absorbance 650 nm, 90 min. inhibition, % at 9.99 µM. hit rate 0.05% among 350,000. AID 651711;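 active = mean replicate inhibition above about 25%, with every replicate also reaching it, limit read from the data, passing the limit was not always enough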
# Target sequence (Q15084 whole entry, looked up): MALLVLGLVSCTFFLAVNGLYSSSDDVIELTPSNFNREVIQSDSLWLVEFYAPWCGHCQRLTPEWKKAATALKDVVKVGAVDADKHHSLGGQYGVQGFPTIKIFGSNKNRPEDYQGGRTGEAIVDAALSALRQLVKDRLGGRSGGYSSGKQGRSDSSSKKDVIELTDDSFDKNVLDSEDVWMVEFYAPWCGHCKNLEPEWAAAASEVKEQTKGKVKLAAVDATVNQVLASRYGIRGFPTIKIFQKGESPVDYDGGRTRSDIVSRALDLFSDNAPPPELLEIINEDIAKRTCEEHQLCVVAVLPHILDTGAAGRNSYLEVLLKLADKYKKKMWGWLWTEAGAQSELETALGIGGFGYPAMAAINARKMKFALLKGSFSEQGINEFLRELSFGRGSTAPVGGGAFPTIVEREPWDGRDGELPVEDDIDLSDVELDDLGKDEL
# Cneo AK release = causes C. neoformans cell lysis. adenylate kinase release luminescence, 4 h; normalised: neutral wells 0, clomiphene wells 100. lysis activity, % at 15 µM. hit rate 0.2% among 360,000. AID 651654;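 active = mean lysis activity across replicates of at least 80%, whatever share of replicates individually reach that level; inactive = mean lysis activity below 80%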
#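 Test system: log-phase Cryptococcus neoformans yeast cells; Quantity: yeast cell density of 5 × 10^6 cells/mL; Buffer or medium: YPD; Doses: single compound concentration per well; Timing: 4 h at 37 °C static, read 1 h later; Measured by: AK luminescence; Read-out basis: lysis from increased AK signal; Control set: Clomiphene as positive control.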
# miR-122 sensor = inhibitors of miR-122 in Huh7 cells; Huh7 miR-122 Renilla luciferase sensor, 48 h; neutral wells = 0, positive control = 100; activation (reporter increase), % at 12.5 µM; hit rate 0.3% among 340,000;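 active = mean replicate activation score at least 90 and every replicate individually at or above 90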;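 note: higher luciferase means less miR-122 activity so hits act as miR-122 inhibitors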
# SIRT5 block = sirtuin-5 (human) deacylase inhibition; Purified SirT5, succinyl-peptide AMC, trypsin-coupled fluorescence; inhibition, % at 15 µM; hit rate 1.1% among 330,000; in the data active = inhibition above about 15%
# Target sequence (Q9NXA8 whole entry, looked up): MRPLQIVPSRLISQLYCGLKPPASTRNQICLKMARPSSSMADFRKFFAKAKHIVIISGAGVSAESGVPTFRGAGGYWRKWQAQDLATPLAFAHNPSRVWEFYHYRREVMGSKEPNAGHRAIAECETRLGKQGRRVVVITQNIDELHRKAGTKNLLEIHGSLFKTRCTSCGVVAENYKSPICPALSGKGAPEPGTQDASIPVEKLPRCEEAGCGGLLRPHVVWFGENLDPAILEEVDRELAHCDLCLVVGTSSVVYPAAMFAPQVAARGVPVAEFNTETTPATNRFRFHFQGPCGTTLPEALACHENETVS
# Statin myotox sup = suppressors of simvastatin-induced myotoxicity in C2C12 myotubes. hit rate 0.78% among 330,000. rescue of ATP level, % at 7.49 µM. ATP luminescence, 48 h; scaled: DMSO 0, geranylgeraniol control 100. AID 602340;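 active = mean ATP rescue above about 67%, or every replicate alone reaching that limit, limit read from the data, passing the limit was not always enough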;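 note: myotubes were challenged with 10 µM simvastatin during compound exposure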
# ARNT-TACC3 inh = ARNT/TACC3 interaction disruption. Q9Y6A5. AlphaScreen His-ARNT PAS-B/GST-TACC3 binding, luminescence; TACC3 fragment carries E629A point mutation. inhibition, % at 9.99 µM. hit rate 0.66% among 390,000;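 active = mean inhibition of replicates at least 50% and at least half of replicates each reaching 50%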;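 note: 0% = complete ARNT plus TACC3 wells and 100% = ARNT alone without TACC3; many hits fall short of the cut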
# esBAF inh = SWI/SNF esBAF complex inhibition; AID 602393; hit rate 2% among 350,000; reporter increase, % at 12.5 µM; mouse ES cells, Bmi1-luciferase knock-in reporter, 24 h; 100% = twice the neutral-well signal; in the data active = activation above about 40%;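 note: 0% = median of the plate's neutral control wells and 100% = double that signal; a rise in the Bmi1 reporter signal indicates esBAF inhibition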
# Starred values were filed as active, the others as inactive; / = no result given; [ ] = remark or other dose.
SMILES,ERp5 block,Cneo AK release,miR-122 sensor,SIRT5 block,Statin myotox sup,ARNT-TACC3 inh,esBAF inh
CC(C)(C)n1nnnc1C(c1ccncc1)N1CCN(C2CCCCC2)CC1 (stereo not drawn),3,-1,/,0,-14,-2,2
O=C(NCCSCc1ccc(Cl)cc1Cl)c1ccc(CN2CCOCC2)cc1,-9,0,-10,-2,/,/,/
O=C(Nc1cccc(S(=O)(=O)NC2=NCCC2)c1)c1ccc(OC(F)F)cc1,3,-2,5,-3,-8,2,3
CCOc1cc(N2C(=O)CC3CS(=O)(=O)CC32)c(OCC)cc1NC(=O)c1ccccc1 (stereo not drawn),/,3,1,/,2,-2,-5
CN1C(=O)c2cc(NS(=O)(=O)c3ccc(Cl)cc3)ccc2OC[C@H]2O[C@H](CC(=O)N3CCc4ccccc4C3)CC[C@@H]21,1,-1,-33[16.7 µM],0,32,13,3
CCOc1ncccc1C(=O)N1CCN(S(=O)(=O)c2ccc3ccccc3c2)CC1,-12,/,/,0,/,18,/
CC(NC(=O)c1cc(-c2cccs2)on1)c1ccccc1 (stereo not drawn),/,/,6,/,-12,2,24
C[C@@H]1CN([C@H](C)CO)C(=O)c2cccc(NS(C)(=O)=O)c2O[C@H]1CN(C)Cc1ccc(C(=O)O)cc1,-1,-2,-1[16.7 µM],4,3,-8,-3
CC(=O)NCc1ccc(-c2csc(NC(=O)CCc3nc4ccccc4c(=O)[nH]3)n2)s1,-1,1,3,-1,2,2,-11
O=C(O)C=C(Br)Br,0,13,-2,/,1,3,3
CC1=C(C(=O)Nc2ccc(Br)cc2)C(c2ccco2)NC(=O)N1 (stereo not drawn),1,1,/,1,7,-2,-2
C[C@@H]1CCCCO[C@@H](CN(C)CC2CCCCC2)[C@@H](C)CN([C@H](C)CO)C(=O)c2cc(NC(=O)c3ccncc3)ccc2O1,3,0,13[16.7 µM],1,/,2,0
Cc1cc(C)n2nc(NCc3cccc(Br)c3)nc2n1,/,-1,12,/,/,-14,8
COc1ccc(CN(Cc2cc3cc4c(cc3[nH]c2=O)OCO4)C(=O)NC2CCCCC2)cc1,/,0,-2,/,8,13,2
CN1CCN(CC#Cc2ccccc2)CC1CCO (stereo not drawn),-1,1,-1,/,-5,-3,0

# In the list so far, these contain four or more nitrogen atoms.
SMILES,ERp5 block,Cneo AK release,miR-122 sensor,SIRT5 block,Statin myotox sup,ARNT-TACC3 inh,esBAF inh
CC(C)(C)n1nnnc1C(c1ccncc1)N1CCN(C2CCCCC2)CC1 (stereo not drawn),3,-1,/,0,-14,-2,2
CC(=O)NCc1ccc(-c2csc(NC(=O)CCc3nc4ccccc4c(=O)[nH]3)n2)s1,-1,1,3,-1,2,2,-11
C[C@@H]1CCCCO[C@@H](CN(C)CC2CCCCC2)[C@@H](C)CN([C@H](C)CO)C(=O)c2cc(NC(=O)c3ccncc3)ccc2O1,3,0,13[16.7 µM],1,/,2,0
Cc1cc(C)n2nc(NCc3cccc(Br)c3)nc2n1,/,-1,12,/,/,-14,8

# Among those listed so far, 3 contain bromine:
SMILES,ERp5 block,Cneo AK release,miR-122 sensor,SIRT5 block,Statin myotox sup,ARNT-TACC3 inh,esBAF inh
O=C(O)C=C(Br)Br,0,13,-2,/,1,3,3
CC1=C(C(=O)Nc2ccc(Br)cc2)C(c2ccco2)NC(=O)N1 (stereo not drawn),1,1,/,1,7,-2,-2
Cc1cc(C)n2nc(NCc3cccc(Br)c3)nc2n1,/,-1,12,/,/,-14,8

# The list continues:
SMILES,ERp5 block,Cneo AK release,miR-122 sensor,SIRT5 block,Statin myotox sup,ARNT-TACC3 inh,esBAF inh
Cc1ccn2c(=O)nc(SCC(=O)Nc3cc(C)on3)nc2c1,-4,-2,-5,1,-4,3,-2
Cc1cccc(NC(=O)Cn2nnc3sc4c(c3c2=O)CC(C)(C)OC4)c1,3,5,3,1,/,/,/
COc1ccc(-n2c(Cc3cccn3C)nnc2SCC(=O)NC2CCCCC2)cc1,1,0,-3,/,6,-2,-2
O=C1CC(N2CCOCC2)C(=O)N1c1ccc(Cl)cc1 (stereo not drawn),3,1,-2,-3,-6,-9,-5
C[C@@H]1CN([C@@H](C)CO)C(=O)Cc2cc(NC(=O)Cc3ccccc3)ccc2O[C@@H]1CN(C)Cc1ccncc1,2,7,-11[16.7 µM],0,2,-16,-1
Cc1ccc(N2CC(O)=C(c3ccccc3)C2=N)cc1,-8,/,/,-2,/,-9,/
Cc1[nH]nc(-c2ccc(O)cc2O)c1Oc1ccccc1,-12,2,8,-1,6,-1,4
CC(C)CC#Cc1ccc([C@H]2[C@H](CO)N3CCCCN(C(=O)Nc4ccccc4)C[C@@H]23)cc1,-4,6,-7[16.7 µM],-3,/,20,/
N#Cc1cccc(-c2ccc3c(c2)[C@@H]2[C@@H](CCN2S(=O)(=O)c2cccc(F)c2)[C@H](CO)N3)c1,-2,-2,-10[16.7 µM],5,-19,12,0
C[C@@H]1CN([C@H](C)CO)S(=O)(=O)c2ccc(-c3cncnc3)cc2O[C@H]1CN(C)Cc1ccccn1,-3,-4,-1[16.7 µM],0,-16,-1,-2
CCN1[C@@H]2c3ccc(C4=CCCC4)c(=O)n3C[C@@H]2[C@@H](CO)[C@@H]1C(=O)N(C)C,0,-3,/,-2,15,5,12
CCCN1C[C@@H](C)[C@H](OC)CN(C)C(=O)c2ccc(NC(=O)Nc3ccccc3F)cc2OC[C@@H]1C,3,-4,/,5,15,-4,3
C/C(=N\OC(=O)c1ccc(F)cc1)c1sc(-c2ccccc2)nc1C,/,6,8,/,13,-9,23
Cc1occc1-c1nnc(SCC(=O)N2CCc3ccccc32)o1,/,2,13,/,-17,-9,-5
COc1cc(CN2CCc3ccccc3C2)cc([N+](=O)[O-])c1O,-3,0,-5,0,20,-2,-3
Cc1cc(C(=O)O)c(CSc2ncn[nH]2)o1,/,0,-5,/,/,-4,/
Cc1sc(N)c(C#N)c1C,-4,-3,4,-2,3,/,1
CC(=O)N1CCCc2cc(S(=O)(=O)N3CCCC(C(=O)N4CCN(c5cccc(Cl)c5)CC4)C3)ccc21 (stereo not drawn),0,0,-1,-6,-22,-1,-23
O=C(NN1C(=O)C2C(C1=O)C1C=CC2C12CC2)c1ccccc1 (stereo not drawn),-4,/,9,-3,-1,-4,-5
CCCN(C)C[C@@H]1Oc2cc(C#CC3CC3)ccc2S(=O)(=O)N([C@@H](C)CO)C[C@@H]1C,1,6,-1[16.7 µM],-7,/,0,-5
O=C(NCCc1ccccc1)c1ccc(-c2ccccc2Cl)o1,7,3,4,/,-12,-1,17
COc1cc(F)ccc1-c1csc(C(C)(O)c2ccc(F)c(F)c2)n1 (stereo not drawn),3,3,2,-1,23,/,-4
COc1ccc(/C(N)=N/OC(=O)CN(C)S(=O)(=O)c2ccccc2)cc1,-8,/,20,-6,/,/,/
CCOC(=O)C(NC(=O)CC)(N1CCc2ccccc2C1)C(F)(F)F (stereo not drawn),/,0,-6,/,14,-26,-5
COc1ccc2oc(=Nc3cccc(F)c3)c(C(N)=O)cc2c1,0,/,-4,-3,2,3,9
COc1ccc(NC(=O)N(C)C[C@@H]2OCc3ccccc3-c3ccccc3C(=O)N([C@@H](C)CO)C[C@@H]2C)c(OC)c1,7,-4,/,-3,/,16,1
CS(=O)(=O)C1=NSC2=NC(=O)/C(=C\c3ccc(OC(=O)c4ccco4)c(Br)c3)C(=N)N21,1,18,/,10,-1,15,2
CCN1C(=O)[C@H]2[C@@H](c3ccc(OC)cc3)N[C@]3(CCCN(Cc4ccccc4)C3=O)[C@H]2C1=O,-8,0,-5,-3,-3,/,-5
C[C@@H]1CN([C@H](C)CO)S(=O)(=O)c2ccc(-c3cccnc3)cc2O[C@@H]1CN(C)Cc1cncnc1,-2,-2,7[16.7 µM],-2,-14,-4,0
COc1ccc(S(=O)(=O)N[C@@H]2CC[C@@H](CC(=O)NCCc3ccncc3)O[C@@H]2CO)cc1,5,-3,/,-1,-3,-3,3
CO[C@@H]1CN(C)C(=O)c2ccc(NS(C)(=O)=O)cc2OC[C@H](C)N(Cc2cncnc2)C[C@H]1C,3,-1,-11[16.7 µM],6,-5,6,-9
COc1cc(N(C)C)c([N+](=O)[O-])cc1C(=O)N1CCOCC1,4,0,-24,0,-3,/,-7
O=C(O)CCn1cnc2ccccc2c1=O,/,-2,/,/,4,-3,14
CCOc1ccc2nc(NC(=O)c3cccc(-c4cc5ccccc5oc4=O)c3)sc2c1,1,/,/,1,/,-1,/
CCOc1ccc(NC(=O)NCCN2CCN(c3ccccc3F)CC2)cc1,5,-1,-6,-2,-2,3,-7
O=C(Nc1ccccc1)Nc1ccccc1Br,1,/,/,-1,/,-4,/
C#CCOCCOCCOCCNc1nc(N2CCOCC2)nc(N2CCN(C(=O)[C@H]([C@@H](C)O)n3cc(CCCCN)nn3)CC2)n1,4,3,-10,-2,13,-5,5
Cc1ccc(S(=O)(=O)N(C)C[C@H]2Oc3ccc(NS(=O)(=O)c4ccccc4)cc3C(=O)N([C@H](C)CO)C[C@H]2C)cc1,-4,9,31[16.7 µM],2,/,3,2
CCOC(=O)CC1C(=O)NCCN1S(=O)(=O)c1cccc(C(F)(F)F)c1 (stereo not drawn),4,-1,-4,-3,6,2,-2
Cc1noc(C)c1NC(=O)N(C)C[C@@H]1Oc2ccc(N(C)C)cc2CC(=O)N([C@H](C)CO)C[C@H]1C,-2,8,-5[16.7 µM],2,20,-1,-2
COc1ccc(CCNC(=O)c2ccc(CS(=O)Cc3ccc(Cl)cc3)o2)cc1OC (stereo not drawn),/,5,/,1,11,11,1
COc1ccc(N2CCN(C(=O)c3ccc(Br)cc3)CC2)c([N+](=O)[O-])c1,-4,/,/,-1,/,3,/

# Quoted at random: two compounds from above.
SMILES,ERp5 block,Cneo AK release,miR-122 sensor,SIRT5 block,Statin myotox sup,ARNT-TACC3 inh,esBAF inh
COc1ccc(N2CCN(C(=O)c3ccc(Br)cc3)CC2)c([N+](=O)[O-])c1,-4,/,/,-1,/,3,/
Cc1noc(C)c1NC(=O)N(C)C[C@@H]1Oc2ccc(N(C)C)cc2CC(=O)N([C@H](C)CO)C[C@H]1C,-2,8,-5[16.7 µM],2,20,-1,-2

# Three entries from above, sorted by the number in esBAF inh, falling:
canonical_smiles | esBAF inh
Cc1ccc(S(=O)(=O)N(C)C[C@H]2Oc3ccc(NS(=O)(=O)c4ccccc4)cc3C(=O)N([C@H](C)CO)C[C@H]2C)cc1 | 2
CCOC(=O)CC1C(=O)NCCN1S(=O)(=O)c1cccc(C(F)(F)F)c1 (stereo not drawn) | -2
CCOc1ccc(NC(=O)NCCN2CCN(c3ccccc3F)CC2)cc1 | -7
